AGP1-GFP MLPCN = modulators of TOR pathway AGP1-GFP in S. cerevisiae. GFP response vs DMSO, % at 10 µM. S. cerevisiae AGP1-GFP multiplex flow cytometry, 3 h; GFP as percent of DMSO wells. hit rate 0.02% among 320,000. AID 2066;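 active = GFP response relative to DMSO above a set limit, near screen average plus 3 SD, cut at about 150% in these data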;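 note: median GFP channel fluorescence of the gated AGP1 strain per well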
RPL19A-GFP yeast = modulators of TOR pathway RPL19A-GFP in S. cerevisiae; S. cerevisiae RPL19A-GFP strain, flow cytometry, 3 h; stronger effect = lower value; percent response vs DMSO, % at 10 µM; hit rate 0.3% among 330,000; AID 2025;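 active = percent response vs DMSO below 50%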;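 note: median channel GFP fluorescence of the barcoded RPL19A-GFP strain; ratio of sample median GFP to plate DMSO average so 100% = DMSO; lower means less RPL19A-GFP as with rapamycin TOR inhibition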
AHR activator = human AHR activation. AHR-responsive luciferase reporter cells, luminescence. hit rate 2.5% among 320,000. activation, % at 5 µM. P35869; in the data active = activation above about 47%;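 note: 0% = vehicle wells and 100% = reference agonist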
Target sequence (P35869 whole entry, looked up): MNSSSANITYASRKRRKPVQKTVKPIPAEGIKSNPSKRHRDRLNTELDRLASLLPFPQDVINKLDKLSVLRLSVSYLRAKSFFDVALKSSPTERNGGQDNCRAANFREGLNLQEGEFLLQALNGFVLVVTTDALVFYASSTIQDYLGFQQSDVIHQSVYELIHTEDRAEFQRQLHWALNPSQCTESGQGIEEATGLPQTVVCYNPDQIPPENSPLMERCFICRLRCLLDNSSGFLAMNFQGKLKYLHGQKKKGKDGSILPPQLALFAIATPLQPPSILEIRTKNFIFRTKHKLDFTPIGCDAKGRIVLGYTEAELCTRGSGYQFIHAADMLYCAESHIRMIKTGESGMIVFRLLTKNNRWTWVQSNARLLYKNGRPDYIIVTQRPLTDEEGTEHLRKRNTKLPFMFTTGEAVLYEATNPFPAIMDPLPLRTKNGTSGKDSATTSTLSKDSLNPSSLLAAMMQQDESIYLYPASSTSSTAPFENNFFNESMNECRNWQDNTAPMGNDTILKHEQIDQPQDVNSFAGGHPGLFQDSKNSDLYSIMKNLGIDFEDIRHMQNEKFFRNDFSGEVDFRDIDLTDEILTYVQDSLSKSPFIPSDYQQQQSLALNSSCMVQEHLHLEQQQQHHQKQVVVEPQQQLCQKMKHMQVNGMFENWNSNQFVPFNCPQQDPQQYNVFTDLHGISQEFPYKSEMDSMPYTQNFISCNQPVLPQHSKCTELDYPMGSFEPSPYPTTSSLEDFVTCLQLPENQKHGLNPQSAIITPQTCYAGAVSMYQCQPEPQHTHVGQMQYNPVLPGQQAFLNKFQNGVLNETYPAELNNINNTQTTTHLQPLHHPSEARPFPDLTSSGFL
MEP2-GFP yeast = yeast TOR pathway MEP2-GFP modulation | GFP response vs DMSO, % at 10 µM | AID 2016 | hit rate 0.51% among 330,000 | S. cerevisiae MEP2-GFP strain, flow cytometry GFP, 3 h; 100% = DMSO control level;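 active = GFP response versus DMSO above a set limit, roughly screen mean plus 3 SD, cut at about 180% in these data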;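 note: median GFP fluorescence of the barcode-gated MEP2-GFP cells per well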
procasp7 counter = activates human procaspase-7, counter-screen for procaspase-3 activators; activation, % at 8.5 µM; recombinant procaspase-7, Ac-DEVD-pNA absorbance 405 nm; D23A/D198A/D206A triple mutant, cannot self-cleave; scale: DMSO 0, 5 µM enzyme 100; hit rate 0.093% among 330,000; P55210;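 active = percent activation above the screen-wide mean plus 3 SD, cut at about 25% in these data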
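System: Uncleavable procaspase-7 mutant enzyme; Amount: 2 µM procaspase-7 mutant as dispensed; Schedule: 1 h compound preincubation, 2 h substrate cleavage, 25 °C; Measured by: 405 nm absorbance of p-nitroaniline; Evaluation: percent activation from buffer-corrected 0–120 min absorbance change; Control set: low DMSO alone, high DMSO plus 5 µM PC-7.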
proCasp3 act = procaspase-3 (human) activation | AID 463141 | recombinant procaspase-3 D3A, Ac-DEVD-pNA absorbance 405 nm | activation, % at 8.5 µM | hit rate 0.11% among 330,000 | P42574;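 active = activation above the mean of all tested compounds plus 3 SD, cut at about 21% in these data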;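 note: 0% = DMSO alone and 100% = DMSO wells spiked with extra 5 µM PC-3 D3A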
Target sequence (P42574 whole entry D9A/D28A/D175A): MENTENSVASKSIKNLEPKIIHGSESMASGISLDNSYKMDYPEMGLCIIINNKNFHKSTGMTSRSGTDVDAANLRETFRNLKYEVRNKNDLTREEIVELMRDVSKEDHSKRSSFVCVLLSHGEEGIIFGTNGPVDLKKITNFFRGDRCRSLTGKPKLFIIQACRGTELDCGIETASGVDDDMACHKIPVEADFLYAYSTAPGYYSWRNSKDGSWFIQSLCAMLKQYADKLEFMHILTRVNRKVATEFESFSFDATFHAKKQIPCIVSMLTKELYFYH
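Test system: Procaspase-3 D3A mutant, all three cleavage aspartates alanine | Dosing: Single dose, 8.5 µM nominal compound, 0.8% DMSO | Schedule: 1 h preincubation, 2 h reaction | Technique: 405 nm absorbance of p-nitroaniline, reads at 0 and 120 min | Repeats: One well per compound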
LAP4-GFP MLPCN = yeast TOR pathway LAP4-GFP modulation; S. cerevisiae LAP4-GFP multiplex, flow cytometry GFP, 3 h; median GFP as percent of DMSO wells; GFP response vs DMSO, % at 10 µM; hit rate 0.34% among 320,000; AID 2023;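 active = GFP response vs DMSO above a set limit, about the screen mean plus 3 SD, cut at about 150% in these data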
CIT2 TOR yeast = yeast TOR pathway CIT2-GFP modulation; S. cerevisiae CIT2-GFP strain, flow cytometry, 3 h; 100 means same as DMSO wells; GFP response vs DMSO, % at 10 µM; hit rate 0.065% among 320,000; AID 2029;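 active = GFP response relative to DMSO above a set limit, near the screen mean plus 3 SD, cut at about 150% in these data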;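 note: ratio of well median GFP fluorescence to mean of DMSO wells on the plate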
Active calls of the source: *; . = no result given.

SMILES	AGP1-GFP MLPCN	RPL19A-GFP yeast	AHR activator	MEP2-GFP yeast	procasp7 counter	proCasp3 act	LAP4-GFP MLPCN	CIT2 TOR yeast
CC(C)(C)c1ccc(C2C(C(=O)c3ccco3)=C(O)C(=O)N2CC2CCCO2)cc1 (stereo not drawn)	94	103	-2	103	-2	-6	95	90
COc1ccc(CCC(=O)NNC(=S)Nc2cccc(C(C)=O)c2)cc1	106	101	5	99	-13	-2	103	98
CC(C)Cn1c(SCC(=O)NC2CCCc3ccccc32)nc(O)cc1=O (stereo not drawn)	96	95	0	93	-4	5	100	87
Cc1cc(C)nc(NC(=O)/C=C/c2ccc3c(c2)OCO3)c1	102	100	5	103	-2	-6	100	97
c1ccc2c(c1)Cc1cc3ccccc3nc1-2	98	105	30	106	-5	0	79	104
Cc1ncc(S(=O)(=O)c2ccc(Cl)cc2)c(-c2ccccc2)n1	105	104	2	102	2	4	99	111
CCOCCCNC(=O)c1ccc2c(c1)ncn2-c1cccc(C)c1	106	104	0	110	1	-6	101	104
CN(C)S(=O)(=O)N1CCC(Cc2ccccc2)CC1	96	99	-3	96	3	-8	103	87
COc1cc(NC(=O)C2CC(=O)N(CCc3ccccc3)C2)cc(OC)c1 (stereo not drawn)	101	99	5	100	5	4	106	99
COCCNC(=O)c1ccc(Cl)c(Cl)c1	118	116	1	286*	9	8	215*	183*
CCOC(=O)c1sc(NC(=O)C2CC(=O)N(c3ccccc3C)C2)nc1C (stereo not drawn)	96	101	0	99	1	7	94	105
COC(=O)c1cc(NC(=O)c2cc(-c3ccc(Cl)cc3)oc2C(F)(F)F)ccc1N1CCOCC1	99	93	0	97	-4	7	105	90
O=C(Cc1c[nH]c2ccccc12)Nc1nnc(C2CC2)s1	97	102	91*	99	1	-4	87	100
C=CCc1cc(Cl)ccc1OCCCn1ccnc1	103	105	28	106	-1	-2	92	108
Cc1c(C(=O)N2CCOCC2)oc2ccc(Br)cc12	97	99	12	93	-3	1	102	103
O=C(Nc1ccc(Br)cc1F)c1ccc2nsnc2c1	92	96	23	95	3	-2	91	101
COC(=O)CCc1c(C)[nH]c(=S)[nH]c1=O	95	95	-1	102	-1	1	95	86
CCC(C)NC(=O)CSc1nnc(-c2c[nH]c3ccccc23)o1 (stereo not drawn)	102	97	0	101	16	-3	103	98
COc1ccccc1CCc1nnc(CCC(=O)NC(C)Cc2cccc(C)n2)o1 (stereo not drawn)	104	100	-1	108	-6	0	112	98
CN(C)c1ccc(C2SCCN2C(=O)c2ccc([N+](=O)[O-])cc2)cc1 (stereo not drawn)	93	100	-1	100	-2	-2	87	94
COc1cc(/C=N\NC(=O)c2ccc(C)nc2)ccc1OC(=O)c1cccc(F)c1	105	101	2	110	-2	-7	94	105
COc1ccc(CN(C)C(=O)c2cnc(OC)cc2C(F)(F)F)c(OC)c1	98	95	0	95	3	3	103	94
CCc1ccc(C(N)=S)cc1	111	103	-2	115	3	0	99	105
Cc1ccc(C(=O)OC2=CC(=O)CC(C)(C)C2)cc1	87	92	3	94	-6	2	104	84
C[C@H](C(=O)O)c1n[nH]c(=O)c2ccccc12	115	100	7	105	-11	1	95	105

By substructure: the compounds so far with an NH in an aromatic ring
SMILES	AGP1-GFP MLPCN	RPL19A-GFP yeast	AHR activator	MEP2-GFP yeast	procasp7 counter	proCasp3 act	LAP4-GFP MLPCN	CIT2 TOR yeast
O=C(Cc1c[nH]c2ccccc12)Nc1nnc(C2CC2)s1	97	102	91*	99	1	-4	87	100
COC(=O)CCc1c(C)[nH]c(=S)[nH]c1=O	95	95	-1	102	-1	1	95	86
CCC(C)NC(=O)CSc1nnc(-c2c[nH]c3ccccc23)o1 (stereo not drawn)	102	97	0	101	16	-3	103	98
C[C@H](C(=O)O)c1n[nH]c(=O)c2ccccc12	115	100	7	105	-11	1	95	105

Returning to the listing with the 2 entries that preceded the break.
SMILES	AGP1-GFP MLPCN	RPL19A-GFP yeast	AHR activator	MEP2-GFP yeast	procasp7 counter	proCasp3 act	LAP4-GFP MLPCN	CIT2 TOR yeast
Cc1ccc(C(=O)OC2=CC(=O)CC(C)(C)C2)cc1	87	92	3	94	-6	2	104	84
C[C@H](C(=O)O)c1n[nH]c(=O)c2ccccc12	115	100	7	105	-11	1	95	105
COc1ccc(Cn2c(SC)nc3ccccc32)cc1[N+](=O)[O-]	96	97	0	100	8	8	101	96
O=C(/C=C\c1ccccc1[N+](=O)[O-])Nc1ccccc1	90	92	40	92	2	4	100	85
Cc1ccc(SCC(=O)N(C)CC(=O)Nc2cccc(F)c2)cc1	103	98	3	94	9	10	104	98
O=C(NCN1CCCCC1)c1cccnc1	102	102	-1	100	-1	4	97	113
CCC(C)N(C(=O)CSc1nc(-c2ccccc2)cs1)C1CCS(=O)(=O)C1 (stereo not drawn)	90	93	3	92	5	8	86	93
O=C1NCCCC1C(=O)N/N=C/c1ccccc1 (stereo not drawn)	92	97	-2	98	-8	11	96	101
Cc1ccccc1NC(=S)N1CCN(Cc2ccccc2)CC1	103	101	2	104	9	4	109	98
CC1=NN(c2ccccc2)C(=O)C1C(=O)C(=O)Nc1ccc(F)cc1 (stereo not drawn)	94	98	-3	100	-2	10	115	88
COc1ccc(NC(=O)N2CCCC2C(=O)Nc2ccccc2F)cc1 (stereo not drawn)	103	100	0	108	8	-1	96	100
C/C(=N\NS(=O)(=O)c1ccc([N+](=O)[O-])cc1)c1cccs1	96	99	-3	104	0	-5	97	97
COc1ccc(CCN2C(=O)CC(N3CCC(C(N)=O)CC3)C2=O)cc1OC (stereo not drawn)	97	96	0	88	-24	-30	112	95
CCc1ccc(NC(=O)CN2C(=O)CC(C)S(=O)(=O)c3ccccc32)cc1 (stereo not drawn)	109	106	4	105	-1	-2	112	104
COc1ccc(CC(=O)NNC2=Nc3cccc4cccc2c34)cc1OC	105	98	14	103	8	3	103	105
CCN(CC)CCNC(=O)c1ccc(NC(=O)c2ccc3c(c2)CCC3)cc1	87	99	2	101	-7	-3	90	98
COc1cc(C)c(NC(=O)C2CCN(S(=O)(=O)c3cccs3)CC2)cc1OC	96	94	0	92	-4	-2	98	96
CC(=O)NC(CC(=O)OCC(=O)N1CCN(S(=O)(=O)c2ccc(C)cc2C)CC1)c1ccccc1 (stereo not drawn)	101	97	2	93	-4	3	103	98
Cc1cc(N2CCOCC2)n2nc(C)c(-c3ccc(Cl)cc3)c2n1	106	100	6	111	-1	-1	112	98
Cc1ccc(/C=C2/N=C(c3ccccc3)NNC2=O)cc1	104	99	37	99	-14	-8	117	94
Cc1cccn2c(=O)c(/C=N/O)c(N3CCCCC3)nc12	102	97	11	100	3	-2	90	91
COc1ccc(CCNC(=S)Nc2ccc(S(=O)(=O)Nc3ncccn3)cc2)cc1OC	100	103	0	99	-3	13	95	107
COC(C[C@@H]1O[C@@H]1C(=O)[C@H](C)OCc1ccccc1)OC	102	102	0	103	5	1	101	94
COc1ccc(CNC(C)C2COc3ccccc3O2)c(OC)c1 (stereo not drawn)	96	94	0	95	13	0	88	98
CN(Cc1ccccc1)C(=O)COC(=O)CNS(=O)(=O)c1ccc2ccccc2c1	96	100	1	88	-7	4	107	104
Cc1ccc(CNC(=S)Nc2cc(C(=O)O)ccc2C)cc1	88	87	-2	91	0	-2	85	.
Cc1ccc(S(=O)(=O)Cc2ccc(C(=O)NCc3cccs3)o2)cc1	103	100	0	107	6	9	99	104

Some of these compounds in order of the CIT2 TOR yeast value, rising.
molecule	CIT2 TOR yeast
Cc1cccn2c(=O)c(/C=N/O)c(N3CCCCC3)nc12	91
O=C1NCCCC1C(=O)N/N=C/c1ccccc1 (stereo not drawn)	101
CN(Cc1ccccc1)C(=O)COC(=O)CNS(=O)(=O)c1ccc2ccccc2c1	104

Other compounds follow.
SMILES	AGP1-GFP MLPCN	RPL19A-GFP yeast	AHR activator	MEP2-GFP yeast	procasp7 counter	proCasp3 act	LAP4-GFP MLPCN	CIT2 TOR yeast
Cc1ccc(S(=O)(=O)/N=S(/c2ccccc2)C(C)C)cc1 (stereo not drawn)	100	93	0	93	-23	-11	114	86
COc1ccc(CN(C)C2CCCCC2)c(C)c1C	98	98	-3	103	1	1	102	94
C=CCC1NS(=O)(=O)OC(COC)C1C (stereo not drawn)	80	91	4	90	5	-2	108	68
O=C(c1ccccc1)N1CCCCCC1	87	96	-2	101	-2	-5	88	89
Cc1ccccc1-c1n[nH]c(=S)o1	106	103	-2	110	-25	-4	118	106
O=C(Cn1cccn1)c1ccccc1	104	100	-2	95	11	-1	103	103
N#Cc1ccccc1Cn1c(=O)n(-c2ccc(CC(=O)NCc3ccco3)cc2)c(=O)c2sccc21	101	99	-2	101	1	9	94	99
COc1ccc(CCNC(=O)Cn2cnc3c(nnn3Cc3ccccc3F)c2=O)cc1OC	96	100	-1	100	1	4	98	91
COc1ccc(C(CNC(=O)C(C)(C)Oc2ccc(Cl)cc2)N2CCCC2)cc1 (stereo not drawn)	102	105	2	104	-2	2	98	92
C[N+]1(CC(=O)OCCCc2ccccc2)CCCCC1	110	104	1	107	-3	5	112	107
CCOc1ccc(/C=C/C(=O)Nc2cccc(C(C)=O)c2)cc1	108	103	7	131	2	-7	114	95
CCCCn1cc2c(c1-c1cccc(C)c1)c(=O)n(C)c(=O)n2C	103	98	1	94	-3	-11	116	99
O=C(O)CCn1c(=O)oc2cc(S(=O)(=O)N3CCCC3)ccc21	99	93	1	99	0	-2	110	89
C=CCOc1ccc(C2c3c(oc4ccccc4c3=O)C(=O)N2CCCN2CCOCC2)cc1 (stereo not drawn)	112	.	-1	104	-40	-3	108	106
COc1ccc2nc(C)cc(Nc3ccc(C)cc3)c2c1	95	98	.	113	.	.	98	107
CN(Cc1cccs1)C(=O)COc1ccc(-c2nnco2)cc1	104	99	5	102	1	-4	99	.
CCNCc1ccc(OCc2cccs2)c(OCC)c1	102	98	4	96	12	-4	116	99
Nc1ccc(S(=O)(=O)Nc2nccs2)cc1	98	103	3	103	-2	-4	108	88
N#CC1=C(N)OC2=C(C(=O)CCC2)C1c1ccc2c(c1)OCO2 (stereo not drawn)	99	107	1	106	2	11	96	110
COc1ccc(C(C)=O)cc1COC(=O)c1cccnc1SC	102	102	3	103	2	9	100	96
CCCCn1nc(C(=O)NCC(=O)Nc2c(C)cccc2C)c2ccccc2c1=O	105	96	0	103	-3	-5	97	92
CCCCCn1c(CN2CCN(Cc3ccccc3)CC2)nc2c1c(=O)n(C)c(=O)n2C	93	98	-2	99	9	-7	97	97
CC1CCC(C(C)C)C(OC(=O)CSc2nnc(N)s2)C1 (stereo not drawn)	102	102	-2	103	-2	7	99	109
Cc1cc2[nH]c(=O)c(=O)[nH]c2cc1S(=O)(=O)N1CCN(c2ccccc2F)CC1	104	97	-1	98	9	-6	106	99
O=C(COC(=O)c1cc[n+]([O-])cc1)Nc1ccc([N+](=O)[O-])cc1Cl	103	103	-2	115	3	-5	103	102
CCc1ccccc1NC(=O)CC(O)(C(=O)OC)C(F)(F)F (stereo not drawn)	101	102	3	104	-6	0	95	104
Cc1ccc(NC(=O)C2C3C=CC4(O3)C2C(=O)N(CCCN2CCOCC2)C4C(=O)NC2CCCCC2)cc1Cl (stereo not drawn)	75	94	-1	103	12	1	93	93
CCOc1ccccc1N1CCN(C(=O)c2ccc3[nH]c(C)c(C)c3c2)CC1	106	98	2	112	-10	-2	100	107
COc1cc(/C=N/NC(N)=O)cc(Br)c1OCc1ccc(C)cc1	109	107	14	109	4	9	103	101
Cc1ccc(S(=O)(=O)CCSc2n[nH]c(=O)n2-c2ccc3c(c2)OCCO3)cc1	117	97	-2	91	13	4	104	115
